Compound activity as filed in PubChem BioAssay.
L3MBTL1 inh: blocks human L3MBTL1; Q9Y468; AlphaScreen L3MBTL1–H3K9me1 peptide binding; Potency, µM (series often up to 57.1 µM), for the others: at the highest dose activity, negative = inhibition, usual class: inhibitors; 230,000 tested, 0.66% active; AID 485360; active = well fitted inhibition curve with a large enough effect; inconclusive = small, poorly fitted or top-dose-only effect; inactive = no such curve, though single readings can be large or run the other way; also: nearly all actives have a fitted effect of over 60% in size
Target sequence (Q9Y468 whole entry, looked up): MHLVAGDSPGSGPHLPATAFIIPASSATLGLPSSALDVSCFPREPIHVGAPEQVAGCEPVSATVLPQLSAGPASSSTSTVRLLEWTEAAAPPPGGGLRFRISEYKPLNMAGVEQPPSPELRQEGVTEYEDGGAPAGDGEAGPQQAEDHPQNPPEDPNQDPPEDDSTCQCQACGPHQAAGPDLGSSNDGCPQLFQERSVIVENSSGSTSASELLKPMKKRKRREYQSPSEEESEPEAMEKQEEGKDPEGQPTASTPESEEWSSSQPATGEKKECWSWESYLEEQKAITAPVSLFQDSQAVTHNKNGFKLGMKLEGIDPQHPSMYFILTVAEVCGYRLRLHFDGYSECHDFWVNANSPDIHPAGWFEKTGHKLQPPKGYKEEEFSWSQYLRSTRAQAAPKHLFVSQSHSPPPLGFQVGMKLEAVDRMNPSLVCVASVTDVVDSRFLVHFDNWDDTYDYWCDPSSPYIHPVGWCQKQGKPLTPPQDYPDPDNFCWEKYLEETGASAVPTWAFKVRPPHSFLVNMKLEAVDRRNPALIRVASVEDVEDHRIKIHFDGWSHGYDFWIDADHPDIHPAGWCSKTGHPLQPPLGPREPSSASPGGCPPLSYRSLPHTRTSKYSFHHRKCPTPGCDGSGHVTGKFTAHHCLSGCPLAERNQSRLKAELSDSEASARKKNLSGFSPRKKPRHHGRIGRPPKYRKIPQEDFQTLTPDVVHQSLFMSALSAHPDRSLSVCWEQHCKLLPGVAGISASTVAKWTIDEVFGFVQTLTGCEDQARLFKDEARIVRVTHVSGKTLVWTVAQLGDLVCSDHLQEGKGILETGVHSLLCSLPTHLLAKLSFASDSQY
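L3MBTL1 (50 nM) pre-complexed 30 min with biotinylated H3(1-15)K9me1 peptide (75 nM), then compounds added for 30 min at room temperature; AlphaScreen streptavidin donor/nickel chelate acceptor beads (10 ug/mL final) read after 30 min dark incubation.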
Active calls of the source: *; ? = inconclusive; [ ] = dose if it differs, or a comment. % is scaled to controls: 0 for no effect and ±100 for the full control effect; potency is read from the fitted curve at half-maximal effect. This is a subset; the hit share may differ from the screen's.

L3MBTL1 inh | mol
-10.9% | CN(Cc1ccco1)C(=O)CN1C(=O)NC2(CCCCC2)C1=O
? | O=S(=O)(NCc1ccccn1)c1ccccn1
? | O=C(O)/C(=C/c1ccco1)NC(=O)c1ccc(Br)o1
4.6% | CCc1noc(C)c1C(=O)OC(C)C(=O)Nc1ccccc1OC (stereo not drawn)
-10.6% | CCCC(CCC)c1nnc(NC(=O)c2ccco2)s1
4.7%[2.29 µM] | Cc1cc(C)n2nc(-c3cccc(Br)c3)cc2n1
-3.3% | CCC(C)c1ccc(S(=O)(=O)N2CCN3CCCC3C2)cc1 (stereo not drawn)
-10.6% | Cc1sc2ncnc(N3CCC(C(=O)NNC(=O)c4ccc(Cl)cc4)CC3)c2c1C
2.1% | Cc1ccc(NC(=O)CN2C(=O)C(=O)N(C3CCCC3)C2=O)c(Cl)c1
-2.1% | CC(NCC(=O)Nc1ccccc1C(=O)NC1CC1)c1cccs1 (stereo not drawn)
-2.3% | O=C(CCC(=O)c1cccs1)NCC(c1ccc(F)cc1)N1CCOCC1 (stereo not drawn)
8.8% | CC[C@@]1(C(=O)OC)N[C@H](CN(C)S(=O)(=O)c2ccc(OC)cc2)[C@@H]2C(=O)N(C)C(=O)[C@@H]21
6.6% | COc1ccc(C)cc1NC(=O)C1CCCN1S(=O)(=O)c1ccccc1F (stereo not drawn)
-14.0% | Cc1onc(-c2ccccc2)c1C(=O)OCc1nnc(-c2ccc([N+](=O)[O-])cc2)o1
-2.1% | CCc1cc2c(NC(Cc3ccccc3)C(=O)O)nc(C)nc2s1 (stereo not drawn)
1.4% | CCN(C(=O)CSc1ncnc2sccc12)c1c(N)n(Cc2ccccc2)c(=O)[nH]c1=O
7.3% | C=CCNc1nc(Cl)nc(NCc2ccco2)n1
5.6% | O=C(CCC(=O)NC1CCCCC1)NCc1ccc(F)cc1
14.8% | O=C(C[C@@H]1C/C=C\C[C@H](NC(=O)OCC2c3ccccc3-c3ccccc32)C(=O)OC[C@@H]2CCCN2C1=O)NCCO
0.5% | CN1CCC(NC(=O)CCc2ccccc2)CC1
4.0% | CC(=O)N1CCN(C(=O)CCNS(=O)(=O)c2ccccc2)CC1
-7.8% | CC(OC(=O)CCN=C1NS(=O)(=O)c2ccccc21)C(=O)Nc1ccc(N(C)C)cc1 (stereo not drawn)
-8.1% | Cc1cc(C(=O)CSc2nc(N)cc(N)n2)c(C)n1CC1CCCO1 (stereo not drawn)
6.9% | Cc1sc2ncnc(NS(=O)(=O)c3ccc(Cl)cc3)c2c1C
11.1% | CCN1C(=NCCc2cccnc2)N[C@@H](c2ccccc2)C(C(=O)OC)=C1C
-2.5% | CCN1C(=O)[C@H]2[C@@H](c3ccc(-c4ccc(Cl)c(Cl)c4)c(OC)c3)N[C@@](Cc3ccccc3)(C(=O)OC)[C@H]2C1=O
-0.8% | CC(OC(=O)c1ccc(-c2ccc(O)cc2)cc1)C(=O)NC1CCCCC1C (stereo not drawn)
4.9% | CCC1Nc2ncnc(N3CCOCC3)c2N(Cc2ccccc2)C1=O (stereo not drawn)
-0.2% | Cc1ccc(NC(=O)C2COc3ccccc3O2)cc1S(=O)(=O)N1CCOCC1 (stereo not drawn)
6.5% | Cc1ccc(OCCNC(=O)CCNS(=O)(=O)c2ccc(C)cc2)cc1
1.6% | O=C(CN1C(=O)c2ccccc2S1(=O)=O)Nc1ccc(S(=O)(=O)Nc2ncccn2)cc1
-3.9% | CCCc1nc2ccc(NC(C)=O)cc2c(=O)n1Cc1ccccc1Cl
-0.3%[2.29 µM] | COC(=O)c1c(-c2ccccc2)nn(-c2ccccc2)c1C(=O)OC
-3.8% | CCCn1c(N)c(N(CCOC)C(=O)c2cccc(S(=O)(=O)N3CCCc4ccccc43)c2)c(=O)[nH]c1=O
? | C[C@H]1CN=C(N(C)C)N1CCC1CCCCC1
7.0% | COc1ccc([C@@H]2[C@@H]3C(=O)N(C(C)(C)C)C(=O)[C@@H]3[C@]3(Cc4ccccc4)C(=O)N(c4ccc(Br)cc4)C(=O)N23)cc1
34.3%[activator] | COc1ccc(S(=O)(=O)NCC2(N3CCOCC3)CCCCC2)cc1OC
0.2% | COc1cccc(NC(=O)COc2cccc3c2CCNC3=O)c1
-0.7% | Cc1ccc(NC(=O)CSc2nc(N)cc(=O)[nH]2)cc1S(=O)(=O)N1CCCCC1
7.8% | CCCCN(C(=O)c1cc(S(=O)(=O)N2CCCCCC2)ccc1OC)c1c(N)n(CCC)c(=O)[nH]c1=O
6.1% | CCOC(=O)/C=C/[C@H]1Cc2ccccc2CO1
4.1% | CCCN(C(=O)Cc1coc2cc(OC)ccc12)C1CCS(=O)(=O)C1 (stereo not drawn)
-5.0% | Cn1nnnc1SCC(=O)N1N=C(c2cccs2)CC1c1cccs1 (stereo not drawn)
-14.1% | Cc1cc(C)n2nc(CNS(=O)(=O)c3ccc(CC(C)C)cc3)nc2n1
12.1% | CC1CCN(C(=O)COC(=O)CSc2ccc(C(N)=O)cc2[N+](=O)[O-])CC1
1.0% | CCOC(=O)c1nnn(-c2nonc2N)c1CN1CCCC1
21.7% | COC(=O)c1c(-c2ccccc2OC)sc2ccc(OC)cc12
-5.7% | COc1ccc(NC(=O)CSCC(=O)Nc2ccccc2N2CCCC2)cc1
0.7% | CCOC(=O)Cc1csc(SCC(=O)Nc2oc(C)c3c(C)n[nH]c(=O)c23)n1
3.7% | O=C(CN1C(=O)NC2(CCCC2)C1=O)NNC(=O)c1ccccc1F
-2.5% | O=C(CCN1C(=O)C2CCCCC2C1=O)Nc1ccc(Br)cc1F (stereo not drawn)
-19.5% | COc1cc(CNc2ncc(-c3ccc(Br)cc3)n2C)cc(OC)c1O
8.6% | CC1(C2CC2)NC(=O)N(CC(=O)Nc2ccccc2C#N)C1=O (stereo not drawn)
3.9% | CC[C@]12c3[nH]c4ccc(Cl)cc4c3CCN1C(=O)[C@@H](CC(=O)NCCCN(C)C)C[C@@H]2C(=O)N1CCN(C(=O)c2ccco2)CC1
-8.8% | O=C(CSc1nnc(CN2CCCC2)n1-c1ccc(F)cc1)c1ccc2c(c1)OCO2
-3.4% | CC1CCN(S(=O)(=O)CCNC(=O)c2ccc(F)cc2)CC1
-0.5% | COc1ccc(NC(=O)CN(C)C(=O)Cn2c(=O)oc3ccccc32)cc1
-6.8% | O=C(NCCc1c[nH]c2ccccc12)c1ccc(Br)o1
1.9% | CC[C@@H]1C=C(C(=O)O)[C@H](c2ccc(OC)c(OC)c2)N1S(=O)(=O)c1ccc(C)cc1
1.0% | O=C(CN1C(=O)CCOc2ccccc21)Nc1cccc(S(=O)(=O)N2CCOCC2)c1

6 structures already listed, ordered by length of the SMILES, rising.
L3MBTL1 inh | mol
5.6% | O=C(CCC(=O)NC1CCCCC1)NCc1ccc(F)cc1
6.9% | Cc1sc2ncnc(NS(=O)(=O)c3ccc(Cl)cc3)c2c1C
-10.9% | CN(Cc1ccco1)C(=O)CN1C(=O)NC2(CCCCC2)C1=O
-8.1% | Cc1cc(C(=O)CSc2nc(N)cc(N)n2)c(C)n1CC1CCCO1 (stereo not drawn)
0.7% | CCOC(=O)Cc1csc(SCC(=O)Nc2oc(C)c3c(C)n[nH]c(=O)c23)n1
14.8% | O=C(C[C@@H]1C/C=C\C[C@H](NC(=O)OCC2c3ccccc3-c3ccccc32)C(=O)OC[C@@H]2CCCN2C1=O)NCCO

(listing goes on)
L3MBTL1 inh | mol
-0.4% | CCN(C(=O)COC(=O)c1cnccn1)c1cccc2ccccc12
-3.2% | C=CCN(Cc1cccs1)C(=O)CN1CCN(S(=O)(=O)c2ccc3c(c2)OCCCO3)CC1
-0.4% | Cc1c(OCC(=O)N2CCC[C@@H]2C(=O)O)ccc2c3c(c(=O)oc12)CCC3
3.5% | CS(=O)(=O)c1ccc2nc(NC(=O)c3ccccc3Cl)sc2c1
3.2% | Cc1ccc(CC(=O)NCCc2ccc(S(N)(=O)=O)cc2)cc1
-6.1% | COC(=O)[C@]1(Cc2ccccc2)N[C@H](c2ccc(SC3CCCCC3)c(OC)c2)[C@@H]2C(=O)N(C)C(=O)[C@@H]21
0.0% | O=C(NCCc1ccccc1)C(=O)NCCC1CCCCN1S(=O)(=O)c1ccccc1 (stereo not drawn)
0.7% | COc1cccc(CN(C)C(=O)c2ccc(OCC(=O)N3CCOCC3)c(OC)c2)c1
-0.2% | CC(=O)Nc1ccc(NC(=O)CSc2nc3ccccc3c(=O)n2CCCN2CCOCC2)cc1
6.3% | Cc1ccc(C(=O)OCC(=O)Nc2ccc3[nH]c(=O)[nH]c3c2)o1
-6.0% | O=S(=O)(c1ccccc1)c1nc(-c2ccc(F)cc2)oc1NCC1CCCO1 (stereo not drawn)
17.4% | NC(=O)c1ccc(S(=O)(=O)N2CCSCC2)cc1
27.8% | CN(C)C(=O)c1ccc(NC(=O)CN2C(=O)NC3(CCCc4ccccc43)C2=O)cc1 (stereo not drawn)
7.3% | COc1cccc(-c2noc(C3CCCN(C(=O)c4ccc(F)cc4)C3)n2)c1 (stereo not drawn)
-0.7% | COc1ccc(-c2noc(N3CCCC(C(=O)Nc4ccc(F)cc4F)C3)n2)cc1 (stereo not drawn)
? | CCC(=O)NC(c1ccc(C)cc1)c1ccc2cccnc2c1O (stereo not drawn)
-2.6% | O=C(COc1ccccc1)Nc1cc(S(=O)(=O)N2CCOCC2)ccc1N1CCCC1
1.2% | COc1ccc(CNC(=O)C[C@H]2C[C@H](C(=O)N(C(C)C)C(C)C)[C@@]3(C)c4[nH]c5cc(CCC(=O)N(C)C)ccc5c4CCN3C2=O)cc1OC
-6.8% | CCN(CC(=O)Nc1ccccc1C(F)(F)F)C(=O)Cc1ccc2c(c1)CCC2
-1.5% | O=C(C[n+]1ccc(/C=N/O)cc1)NC(=O)Nc1ccccc1
-3.0% | Cc1ccc2nc(SCC(=O)Nc3cccc(Cl)c3)nc(=O)n2c1
-7.3% | COc1cc(F)ccc1S(=O)(=O)N1CCN(c2ccccc2)CC1
-1.8% | Cn1c(/N=C/c2ccccc2[N+](=O)[O-])nc2ccccc21
1.4% | CCN(CC(=O)Nc1ccc2c(c1)OCCO2)C(=O)CN1C(=O)NC(C)(c2ccc(C)cc2)C1=O (stereo not drawn)
1.1% | COc1ccc(COc2ccc3c(C)cc(=O)oc3c2)cc1
0.4% | O=C(NCc1ccc2c(c1)OCO2)c1cc(F)c(F)cc1Cl
-1.6% | O=C(CCCOc1ccc(Br)cc1)NNC(=O)c1ccncc1
-0.6% | Cc1n[nH]c(=O)c2c(NC(=O)CSc3nnc(-c4ccco4)n3C)oc(C)c12
8.5% | COc1ccc(Br)cc1CNCC1CCCO1 (stereo not drawn)
1.0% | Cc1ccc(C)c(S(=O)(=O)N2CCCC2CNC(=O)c2ccc([N+](=O)[O-])cc2)c1 (stereo not drawn)
-11.0% | O=C(NCC(c1ccco1)N1CCN(c2ccc(F)cc2)CC1)C1CCCCC1 (stereo not drawn)
46.4%[activator] | COc1cccc(-n2cnnc2SC(C)C(=O)NC2CCCC2)c1 (stereo not drawn)
2.3% | COc1ccc(NC(=O)CC2C(=O)Nc3ccccc3N2CC(=O)N2CCCC2)cc1 (stereo not drawn)
1.8% | Cc1ccc(CCNC(=O)c2cccc(NC3=NC4CS(=O)(=O)CC4S3)c2)cc1 (stereo not drawn)
9.2% | CC1CCN(C(C)C(=O)Nc2ccc(S(=O)(=O)N3CCCC3)cc2)CC1 (stereo not drawn)
6.8% | CCCCn1c(N)c(N(CCOC)C(=O)COc2ccc(OCC)cc2)c(=O)[nH]c1=O
6.2% | CC(C)CN1CCN=C1Nc1ccccc1
-4.4% | CC(NC(=O)c1cc(S(=O)(=O)N2CCOCC2)ccc1F)c1ccc(-n2ccnc2)cc1 (stereo not drawn)
0.3% | O=C(/C=C/c1ccc2c(c1)OCO2)NCCS(=O)(=O)N1CCN(c2ccc(F)cc2)CC1
-2.5% | O=C(Nc1cccc(O)c1)c1cc(-c2ccccc2Cl)on1
-6.7% | COc1ccc2[nH]c3c(c2c1)[C@@H]1CCN2C(=O)CCC[C@H](C3)[C@H]12
-10.7% | O=c1nc(-c2ccccc2)c2cc(SC(F)F)ccc2[nH]1
4.2% | CN(C)C1=NCCN1CCC1CCCCC1
-2.7% | Cc1ccc(SCC(=O)OC(C)C(=O)Nc2ccc(S(N)(=O)=O)cc2)cc1C (stereo not drawn)
-0.9% | CS(=O)(=O)N(CC(=O)N1CCCCCC1)c1cc(Cl)ccc1Cl
6.7% | CN(C)CCn1c2c(c(SCC(=O)Nc3ccccc3C(F)(F)F)nc1=O)CCCC2
-4.7% | COc1ccc(-n2nnnc2SCC(=O)N2CCCC2=O)cc1
4.2% | COc1ccc(C(CNC(=O)COc2cccc(C)c2)N2CCCC2)cc1 (stereo not drawn)
0.2%[2.29 µM] | NS(=O)(=O)c1ccc(CCNC(=O)Cc2cccs2)cc1
-2.6% | COC(=O)c1ccc2[nH]c(CO)c(-c3ccccc3)c2c1

In the list so far, two have a CF3 group.
L3MBTL1 inh | mol
-6.8% | CCN(CC(=O)Nc1ccccc1C(F)(F)F)C(=O)Cc1ccc2c(c1)CCC2
6.7% | CN(C)CCn1c2c(c(SCC(=O)Nc3ccccc3C(F)(F)F)nc1=O)CCCC2
